Compound activity deposited in PubChem BioAssay by National Center for Advancing Translational Sciences (NCATS).
Rab9 promoter act: qHTS Assay for Rab9 Promoter Activators | Huh7 Rab9 promoter-luciferase reporter, luminescence, 24 h | Potency, µM (series often up to 9.22 µM), for inactives: at the top dose activation, negative = inhibition, hits mostly activators | 320,000 tested, 2.8% active | AID 485297, 2010; note: potency is the fitted concentration of half-maximal effect; % of control where 0% means no effect; nearly all actives have a fitted effect of over 60% in size
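Quantitative HTS format; Huh7 Rab9-luciferase reporter cells (1500/well) receive compound 2 h post-plating, incubate 24 h at 37 °C, then get luciferase reagent for 10 min before luminescence reading.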
RORgamma inh: qHTS for inhibitors of ROR gamma transcriptional activity; Nuclear receptor ROR-gamma (Mus musculus), P51450; Drosophila S2 Gal4-RORgamma UAS-luciferase reporter, 20 h; Potency, µM (highest dose often 53.6 µM), inactives show at the top dose activity change, negative = inhibition, hits mostly inhibitors; 310,000 tested, 5.4% active; AID 2551, 2010; note: potency is the fitted concentration of half-maximal effect; % is set by controls: 0 for no effect and ±100 for the full control effect; nearly all actives have a fitted effect of over 60% in size
Target sequence (P51450 whole entry, looked up, the tested form may be a part): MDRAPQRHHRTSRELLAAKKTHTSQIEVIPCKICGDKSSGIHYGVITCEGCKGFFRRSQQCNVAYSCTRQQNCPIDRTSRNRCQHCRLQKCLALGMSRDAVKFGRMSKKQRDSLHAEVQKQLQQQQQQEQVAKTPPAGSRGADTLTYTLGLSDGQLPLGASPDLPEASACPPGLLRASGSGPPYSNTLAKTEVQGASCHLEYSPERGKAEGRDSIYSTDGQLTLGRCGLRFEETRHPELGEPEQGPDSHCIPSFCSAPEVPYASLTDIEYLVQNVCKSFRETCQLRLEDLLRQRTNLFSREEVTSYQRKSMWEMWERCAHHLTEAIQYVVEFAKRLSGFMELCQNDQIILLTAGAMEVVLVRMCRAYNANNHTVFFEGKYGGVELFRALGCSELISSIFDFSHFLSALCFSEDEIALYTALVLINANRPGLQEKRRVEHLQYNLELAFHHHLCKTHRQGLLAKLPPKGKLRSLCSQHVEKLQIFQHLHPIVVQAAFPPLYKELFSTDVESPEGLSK
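Drosophila S2 cells stably expressing Gal4-DBD/mouse RORγ fusion under metallothionein promoter plus UAS-luciferase; compound 1 h, then 700 uM CuSO4 induction for 20 h at ambient temperature; inhibition read as reduced luminescence.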
FLuc counter: qHTS profiling assay for firefly luciferase inhibitor/activator using purifed enzyme and Km concentrations of substrates (counterscreen for miR-21 project); Potency, µM (highest dose often 57.5 µM), for inactives: at the top dose activity change, negative = inhibition, hits mostly inhibitors; 360,000 tested, 6.9% active; Luciferin 4-monooxygenase (Photinus pyralis), P08659; purified FLuc, Km substrates, luminescence inhibition; AID 588342, 2011;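 note: potency is the fitted concentration of half-maximal effect; plate controls were vehicle for no effect and reference inhibitor for full effect; nearly all actives have a fitted effect of over 55% in size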
Target sequence (P08659 whole entry, looked up): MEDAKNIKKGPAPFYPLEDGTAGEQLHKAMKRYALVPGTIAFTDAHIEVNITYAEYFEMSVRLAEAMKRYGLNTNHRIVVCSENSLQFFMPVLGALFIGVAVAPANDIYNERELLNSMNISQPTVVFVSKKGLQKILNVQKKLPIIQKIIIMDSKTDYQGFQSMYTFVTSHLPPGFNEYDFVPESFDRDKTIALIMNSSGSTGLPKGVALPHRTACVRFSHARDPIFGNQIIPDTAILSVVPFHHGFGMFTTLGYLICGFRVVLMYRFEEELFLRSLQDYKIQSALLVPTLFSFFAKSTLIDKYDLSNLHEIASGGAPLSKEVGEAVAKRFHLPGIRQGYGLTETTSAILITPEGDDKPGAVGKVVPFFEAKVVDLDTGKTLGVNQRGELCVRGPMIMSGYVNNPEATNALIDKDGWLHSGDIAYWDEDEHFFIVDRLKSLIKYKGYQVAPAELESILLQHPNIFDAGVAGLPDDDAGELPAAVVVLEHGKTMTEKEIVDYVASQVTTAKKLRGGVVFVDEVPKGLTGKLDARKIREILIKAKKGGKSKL
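Purified P. pyralis luciferase, 10 nM final, with Km-level 10 uM D-luciferin and 10 uM ATP in 50 mM Tris acetate pH 7.5, 10 mM Mg acetate, 0.01% Tween-20, 0.05% BSA; 6-point qHTS titration about 60 µM downward; luminescence read.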
Tb PFK block: qHTS Assay to Find Inhibitors of T. brucei phosphofructokinase; ATP-dependent 6-phosphofructokinase (Trypanosoma brucei brucei), O15648; T. brucei PFK, ADP-Glo luminescence; Potency, µM (doses to about 57.5 µM), for the others: at the top dose activity, negative = inhibition, actives largely listed as inhibitors; 330,000 tested, 0.17% active; AID 485367, 2010;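 note: potency is the fitted concentration of half-maximal effect; 0% = uninhibited 1x PFK enzyme wells and -100% = no-enzyme wells; nearly all actives have a fitted effect of over 60% in size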
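Luminescent ADP detection (ADP-Glo, two-step: ATP depletion then ADP-to-ATP conversion for luciferase) reported PFK activity after 45 min room-temperature reaction of 1.25 nM enzyme with 0.5 mM F6P and 0.1 mM ATP at pH 8.0.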
BRCA1 expr act: qHTS Assay to Identify Small Molecule Activators of BRCA1 Expression. MCF7-BRCA1-FFLuc reporter, luminescence, 48 h; response scale: scaled: vehicle 0%, 10 µM genistein 100%. 380,000 tested, 1.1% active. AID 624202, 2012. Potency, µM (highest dose often 46.1 µM), inactives show at the top dose activation, hits mostly activators; note: potency is the fitted concentration of half-maximal effect; nearly all actives have a fitted effect of over 80% in size; some results filed as inactive show a strong effect at the top dose
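First, MCF7-BRCA1-FFLuc cells (2000/well) attach for 2 h; next, compounds are pin-added and incubated 48 h at 37 °C; finally, luciferase reagent is added and luminescence read after 15 min.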
ELG1 genotox: qHTS screen for small molecules that induce genotoxicity in human embryonic kidney (HEK293T) cells expressing luciferase-tagged ELG1 | HEK293T ELG1-luciferase reporter, luminescence, 16 h | Potency, µM (series often up to 46 µM), inactives show at the highest dose activity change, positive = activation, hits mostly activators | 330,000 tested, 1.3% active; note: potency is the fitted concentration of half-maximal effect; % of control where 0% means no effect; nearly all actives have a fitted effect of over 60% in size
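Genotoxicity was scored as increased ELG1-luciferase reporter signal, measured by ONE-Glo luminescence (30 min, room temperature). Compound or vehicle exposure of the HEK293T reporter cells lasted 16 hr at 37°C.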
TRPV1 ag: HTS Assay for Compounds that Act as Agonists of the Vanilloid Receptor 1. Transient receptor potential cation channel subfamily V member 1 (Homo sapiens), Q8NER1. TRPV1-expressing cells, Fluo-8 calcium influx, agonist mode. activation, % at 8.33 µM. 320,000 tested, 0.19% active. AID 540275, 2011; in the data active = activation above about 80%; inconclusive = between about 30% and that limit; note: 0% is about no effect
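TRPV1-expressing cells were cultured overnight at 35.5C and loaded with Fluo-8 calcium dye for 40 to 90 min at room temperature. After a 10 s baseline, compound was added and calcium influx was read kinetically for 3 min (ex 480/em 520 nm).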
p53 reactivation: qHTS assay for re-activators of p53 using a Luc reporter; Potency, µM (top dose mostly 92.2 µM), for inactives: at the highest dose activity change, positive = activation, actives largely listed as activators; 320,000 tested, 0.063% active; H1299 p53-A138V BP100-luciferase reporter, luminescence, 24 h; note: potency is the fitted concentration of half-maximal effect; % of control where 0% means no effect; nearly all actives have a fitted effect of over 45% in size
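H1299 (p53-null), stable ts p53-A138V + BP100-Luc; 1000 cells/well, Opti-MEM/10% FBS; cpd 4 pt, 1:5; 24 h, 37 deg C, 5% CO2; detection reagent 10 min RT; luminescence.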
NPC1 prom act: qHTS Assay for NPC1 Promoter Activators; Huh7 NPC1 promoter luciferase reporter, 24 h; Potency, µM (highest dose often 9.22 µM), inactives show top-dose activation, actives largely listed as activators; 320,000 tested, 2.4% active; AID 485313, 2010;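 note: potency is the fitted concentration of half-maximal effect; % of control where 0% means no effect; nearly all actives have a fitted effect of over 60% in size; reporter is driven by a mutant NPC1 promoter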
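Stably transfected Huh7 (NPC1 promoter→luciferase), 1500 cells/well in Opti-MEM + 10% FBS, 2 h settle, then compound 24 h at 37 °C. Luminescence after 10 min with Amplite reagent.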
ELG1 repair inh: qHTS screen for small molecules that inhibit ELG1-dependent DNA repair in human embryonic kidney (HEK293T) cells expressing luciferase-tagged ELG1 | 330,000 tested, 2.3% active | HEK293T ELG1-luciferase reporter, luminescence, 16 h; DNA damage induced by 5-fluorouridine | Potency, µM (top dose mostly 46.1 µM), for inactives: at the highest dose activity change, negative = inhibition, most hits filed as inhibitors; note: potency is the fitted concentration of half-maximal effect; % is set by controls: 0 for no effect and ±100 for the full control effect; nearly all actives have a fitted effect of over 55% in size
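Step one: seed 2,000 cells per well. Step two: pin-transfer compound or DMSO alongside 5-fluorouridine. Step three: incubate 16 hr, 37 °C, 5% CO2. Step four: add ONE-Glo, wait 30 min, read luminescence.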
Gal4-VP16 FLuc: VP16 counterscreen qHTS for inhibitors of ROR gamma transcriptional activity | Potency, µM (highest dose often 53.6 µM), for the others: top-dose activity, negative = inhibition, usual class: inhibitors | Drosophila S2 Gal4-VP16 UAS-luciferase, luminescence, 20 h | AID 2546, 2010 | 310,000 tested, 3.5% active;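 note: Gal4-VP16 expression switched on by copper sulfate through the metallothionein promoter; potency is the fitted concentration of half-maximal effect; % is set by controls: 0 for no effect and ±100 for the full control effect; nearly all actives have a fitted effect of over 50% in size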
* marks the source's active call; other numbers are inactive results; & = joins results of further samples; [ ] = another dose, or the depositor's remark. Unless noted, calls come from the whole dose curve; as a rule, active = well fitted curve in the direction sought with a large enough effect; inconclusive = small, poorly fitted or top-dose-only effect, or another doubt; inactive = no such curve, though single readings can be large; an effect the other way counts as inactive or inconclusive.

For CC1=NN(c2ccc(C)cc2C)C(=O)C1C(c1ccccc1O)C1C(=O)N(c2ccc(C)cc2C)N=C1C (configuration not stated) the results were Rab9 promoter act 1%, RORgamma inh -17%, FLuc counter -11%, Tb PFK block 3%, BRCA1 expr act -10%, ELG1 genotox 2%, TRPV1 ag -1, p53 reactivation -3%, NPC1 prom act -1%, ELG1 repair inh inconclusive and Gal4-VP16 FLuc 4%.
Cc1ccc(NCc2nnc(SCC(=O)Nc3nnc(C)s3)n2C)cc1 was read as Rab9 promoter act 2%, RORgamma inh 14%, FLuc counter 3%, Tb PFK block -2%, BRCA1 expr act -19%, ELG1 genotox -1%, TRPV1 ag 1, p53 reactivation 2%, NPC1 prom act 0%, ELG1 repair inh -10% and Gal4-VP16 FLuc -5%.
`COc1ccc(OC)c(C2C(C(=O)c3sc(C)nc3C)=C(O)C(=O)N2CCN2CCOCC2)c1` (configuration not stated) gave Rab9 promoter act -3%, RORgamma inh inconclusive, FLuc counter -2%, Tb PFK block -8%, BRCA1 expr act -13%, ELG1 genotox -3%, TRPV1 ag 4, p53 reactivation 0%, NPC1 prom act -2%, ELG1 repair inh 0% and Gal4-VP16 FLuc -8%.
For CC1CCCCC1NC(=O)c1c(O)nc2ccccn2c1=O (configuration not stated) the results were Rab9 promoter act -6%, FLuc counter 0%, Tb PFK block -1%, BRCA1 expr act -35%, ELG1 genotox -1%, TRPV1 ag 6, p53 reactivation -2%, NPC1 prom act 2% and ELG1 repair inh inconclusive.
`Cc1cc(C)c2nc(N3CCC(C(=O)N4CCN(c5ncccn5)CC4)CC3)sc2c1` gave Rab9 promoter act -1%, RORgamma inh 17%, FLuc counter -17%, Tb PFK block 2%, BRCA1 expr act -50%, ELG1 genotox -17%, TRPV1 ag 2, p53 reactivation -1%, NPC1 prom act 0%, ELG1 repair inh inconclusive and Gal4-VP16 FLuc 8%.
`Cc1nnc(SCc2c(Cl)cccc2Cl)s1` gave Rab9 promoter act 14%, RORgamma inh 17%, FLuc counter inconclusive, Tb PFK block 2%[0.46 µM], BRCA1 expr act 42%, ELG1 genotox 14%, TRPV1 ag -2, p53 reactivation 8%, NPC1 prom act 14%, ELG1 repair inh inconclusive and Gal4-VP16 FLuc -4%.
`COc1ccccc1OCc1nnc(SCC(N)=O)n1-c1ccccc1` gave Rab9 promoter act 9%, RORgamma inh 7%, FLuc counter 11%, Tb PFK block 4%, BRCA1 expr act 0%, ELG1 genotox -6%, TRPV1 ag -1, NPC1 prom act 4%, ELG1 repair inh -3% and Gal4-VP16 FLuc -15%.
Screening COc1cccc(NC(=O)CN(C)C(=O)COc2ccccc2Cc2ccccc2)c1 returned Rab9 promoter act -4%, FLuc counter 7%, Tb PFK block -5%, BRCA1 expr act -4%, ELG1 genotox -9%, TRPV1 ag 25, p53 reactivation 2%, NPC1 prom act -5% and ELG1 repair inh inconclusive.
`Cc1ccc2oc(-c3ccccc3C(=O)O)cc(=O)c2c1` gave Rab9 promoter act -5%, RORgamma inh -3%, FLuc counter -1%, Tb PFK block 0%, BRCA1 expr act 7%, ELG1 genotox -5%, TRPV1 ag -1, p53 reactivation 7%, NPC1 prom act -1%, ELG1 repair inh inconclusive and Gal4-VP16 FLuc -3%.
Cc1nn(Cc2noc(C(=O)NC3CCC(C)CC3)n2)c(C)c1Br (configuration not stated) was read as Rab9 promoter act 0%, RORgamma inh 12%, FLuc counter 0%, Tb PFK block -10%, BRCA1 expr act -9%, ELG1 genotox -4%, TRPV1 ag 9, p53 reactivation 1%, NPC1 prom act 0%, ELG1 repair inh -3% and Gal4-VP16 FLuc -11%.
For COc1ccc(Cl)cc1-c1nc(-c2ccncc2)no1 the results were Rab9 promoter act 18%, RORgamma inh -1%, FLuc counter 1%, Tb PFK block -4%, BRCA1 expr act -22%, ELG1 genotox inconclusive, TRPV1 ag 3, p53 reactivation 3%, NPC1 prom act 29%, ELG1 repair inh inconclusive and Gal4-VP16 FLuc 3%.
For CC(C)[C@H](NC(=O)[C@@H]1CSC2c3ccccc3C(=O)N21)C(=O)N1CCCCC1 (some centres not stated) the results were Rab9 promoter act 1%, RORgamma inh -2%, FLuc counter -1%, Tb PFK block -3%, BRCA1 expr act -8%, ELG1 genotox -2%, TRPV1 ag 16, p53 reactivation -1%, NPC1 prom act -2%, ELG1 repair inh 2% and Gal4-VP16 FLuc -3%.
Screening CCC1=C(OC(=O)N(CC)CC)N2C(=O)OC(=NCCOC)[C@]2(Cc2ccccc2)[C@H]2C1=CC[C@H]1C(=O)N(CC(=O)OC)C(=O)[C@H]12 returned Rab9 promoter act -1%, RORgamma inh 12%&-1%, FLuc counter 1%, Tb PFK block -10%, BRCA1 expr act 15%, ELG1 genotox 5%, TRPV1 ag 3, p53 reactivation -2%, NPC1 prom act 2%, ELG1 repair inh 14% and Gal4-VP16 FLuc 9%&-12%.
`CCNC(=O)NC(=O)CSc1ccc(NC(C)=O)cc1` gave Rab9 promoter act 0%, RORgamma inh -3%, FLuc counter -3%, Tb PFK block 0%, BRCA1 expr act 6%, ELG1 genotox 0%, TRPV1 ag -1, p53 reactivation 5%, NPC1 prom act 1%, ELG1 repair inh 0% and Gal4-VP16 FLuc -6%.
For Cc1cc(C)nc(Nc2n[nH]c(-c3ccc(N)cc3)n2)n1 the results were Rab9 promoter act 3.5µM*, RORgamma inh 0%, FLuc counter 9.5µM*, Tb PFK block 2%, BRCA1 expr act inconclusive, ELG1 genotox 7.3µM*, TRPV1 ag 1, p53 reactivation inconclusive, NPC1 prom act 1.6µM*, ELG1 repair inh inconclusive and Gal4-VP16 FLuc inconclusive.
Screening CCN(CC)S(=O)(=O)c1ccc(N2CCOCC2)c(NC(=O)CN2C(=O)NC(C)(c3ccccc3)C2=O)c1 (configuration not stated) returned Rab9 promoter act 0%, FLuc counter 1%, Tb PFK block -8%, BRCA1 expr act -10%, ELG1 genotox -2%, TRPV1 ag 4, p53 reactivation 3%, NPC1 prom act -2% and ELG1 repair inh 25%.
Cc1ccccc1OCC(=O)OCC(=O)NCC1CCCCC1 was read as Tb PFK block 0%, BRCA1 expr act -7%, ELG1 genotox 11%, p53 reactivation 2% and ELG1 repair inh inconclusive.
Screening CC(C)CNC(=O)COC(=O)c1cncc(Br)c1 returned Rab9 promoter act 18%, RORgamma inh -11%, FLuc counter -1%, Tb PFK block 0%, BRCA1 expr act 2%, ELG1 genotox 0%, TRPV1 ag -1, p53 reactivation 4%, NPC1 prom act 0%, ELG1 repair inh 7% and Gal4-VP16 FLuc -1%.
`O=C(c1ccc(Cl)cc1)N1CCn2c1nc1ccccc12` gave Rab9 promoter act inconclusive, RORgamma inh -8%, FLuc counter inconclusive, Tb PFK block -3%, BRCA1 expr act 59%, ELG1 genotox 9%, TRPV1 ag -1, p53 reactivation 1%, NPC1 prom act 19%, ELG1 repair inh inconclusive and Gal4-VP16 FLuc 19%.
Screening CCOc1cc2[nH]c(=O)n(CCC(=O)NCCc3ccc(OC)c(OC)c3)c(=O)c2cc1OCC returned Rab9 promoter act 8%, RORgamma inh -30%, FLuc counter 3%, Tb PFK block -5%, BRCA1 expr act -2%, ELG1 genotox 9%, TRPV1 ag -6, p53 reactivation 1%, NPC1 prom act -3%, ELG1 repair inh 3% and Gal4-VP16 FLuc -16%.
Screening COc1cc(C(=O)NC2CCCc3ccccc32)ccc1OCC(=O)Nc1ccc(F)cc1 (configuration not stated) returned Rab9 promoter act -3%, RORgamma inh 6%, FLuc counter 4%, Tb PFK block -2%, BRCA1 expr act -17%, ELG1 genotox -1%, TRPV1 ag 0, p53 reactivation -8%, NPC1 prom act -1%, ELG1 repair inh -15% and Gal4-VP16 FLuc inconclusive.
